Compound activity (PubChem BioAssay)
KCNH2 3.1 block: qHTS for Inhibitors of KCHN2 3.1: Mutant qHTS; actives 0.95% (n = 340,000); Potassium voltage-gated channel subfamily H member 2, brain isoform KCNH2 3.1 (human); activity change, % (tested at about 1.8 µM); U2OS KCNH2 3.1, thallium flux FluxOr; stronger effect = lower value;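 active = maximum activity change below -70%; inconclusive = maximum activity change from -70% to -50%; inactive = maximum activity change above -50%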;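 also: thallium influx rate constant from kinetic fluorescence after stimulation buffer; % is scaled to controls: 0 for no effect and ±100 for the full control effect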
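Thallium flux via FluxOr fluorescence (Red40 quencher, 45 min loading) in U2OS cells virally expressing the KCNH2 3.1 isoform (1.77 x 10^8 /mL virus, overnight at 37 C). Rate constants from 2-min kinetic reads post-stimulation, normalised to positive and negative controls.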
S-ASM inh: Inhibitors of Secretory Acid Sphingomyelinase (S-ASM): qHTS; Sphingomyelin phosphodiesterase (Homo sapiens), P17405; placental ASM, HMU-PC fluorogenic substrate, 60 min; Potency, µM (titrated, usually from 57.5 µM), for the others: at the top dose activity change, negative = inhibition, actives largely listed as inhibitors; actives 0.006% (n = 340,000); also: potency is read from the fitted curve at half-maximal effect
Target sequence (P17405 47-631 limits assumed): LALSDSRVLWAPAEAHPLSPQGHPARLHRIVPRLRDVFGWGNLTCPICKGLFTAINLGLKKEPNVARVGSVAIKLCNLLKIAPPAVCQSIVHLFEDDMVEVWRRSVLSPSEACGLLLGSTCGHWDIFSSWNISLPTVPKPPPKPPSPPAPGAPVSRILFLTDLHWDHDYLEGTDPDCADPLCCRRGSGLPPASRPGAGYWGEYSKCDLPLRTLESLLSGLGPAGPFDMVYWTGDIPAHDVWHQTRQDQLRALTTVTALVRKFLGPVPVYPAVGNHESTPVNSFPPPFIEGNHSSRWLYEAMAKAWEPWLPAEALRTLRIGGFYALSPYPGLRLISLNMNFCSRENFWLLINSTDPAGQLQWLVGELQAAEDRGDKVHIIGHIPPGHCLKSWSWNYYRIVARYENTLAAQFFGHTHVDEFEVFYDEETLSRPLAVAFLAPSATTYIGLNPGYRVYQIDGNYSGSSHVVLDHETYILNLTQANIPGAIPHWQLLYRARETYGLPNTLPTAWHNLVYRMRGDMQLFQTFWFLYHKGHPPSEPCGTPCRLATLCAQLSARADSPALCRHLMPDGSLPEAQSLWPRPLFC
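qHTS format. ASM enzyme prepared from human placenta hydrolyses the fluorogenic substrate HMU-PC0 (9 uM final) over 60 min at 37 °C after a 10 min compound preincubation.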
Integrin act MD: qHTS for Activators of Integrin-Mediated Alleviation for Muscular Dystrophy | alpha7betagal myoblasts, beta-gal FDG fluorescence, 48 h | Potency, µM (highest dose often 38.3 µM), for inactives: at the top dose activation, actives largely listed as activators | actives 0.064% (n = 350,000) | AID 624291, 2012;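 also: potency is read from the fitted curve at half-maximal effect; 100% = response of the positive control SU9516; nearly all actives have a fitted effect of over 60% in size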
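Alpha7betagal+/- myoblasts (passage 13) were plated 16-24 hr, then exposed to compounds (1:260 dilution of DMSO stock) for 48 hours at 37C. After MPER lysis, β-galactosidase reporter activity was read as FDG fluorescence (ex 480/em 540) after 30 minutes.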
hERG WT inh: qHTS for Inhibitors of KCHN2 3.1: Wildtype qHTS. U2OS, BacMam KCNH2, thallium flux FluxOr; stronger effect = lower value. activity change, % at 1.84 µM. actives 0.37% (n = 340,000). AID 720551, 2013;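 active = maximum activity change below -70%; inconclusive = maximum activity change between -70% and -50%; inactive = maximum activity change above -50%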; also: % is scaled to controls: 0 for no effect and ±100 for the full control effect
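U2OS cells were transduced with wild-type KCNH2 virus (2.03 x 10^8 / mL) for 4 h at room temperature, then cultured overnight at 37 C. Thallium flux was read with FluxOr dye. Rate constants were normalized to DMSO controls.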
A-T KAP1 phos: qHTS Assay for Identifying a Potential Treatment of Ataxia-Telangiectasia; […] A-T fibroblasts, KAP-1 phosphorylation AlphaLISA; neocarzinostatin DNA damage 30 min before lysis; Potency, µM (doses to about 57.5 µM), without a hit: at the highest dose activation, usual class: activators; actives 0.19% (n = 320,000); also: potency is read from the fitted curve at half-maximal effect; % of control where 0% means no effect; nearly all actives have a fitted effect of over 45% in size
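ATM-like activity read as KAP-1 phosphorylation via AlphaLISA donor/acceptor antibody pairs after lysis and 6 hr at 25C. Cells were ATM-null patient fibroblasts ([…], hTERT), dosed 60 min, then exposed to the DSB inducer NCS for 30 min.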
CXXC DNA block: qHTS Fluorescence Polarization Assay for Inhibitors of MLL CXXC domain - DNA interaction. Histone-lysine N-methyltransferase 2A (Homo sapiens), Q03164. Potency, µM (highest dose often 115 µM), inactives show at the top dose activity change, negative = inhibition, hits mostly inhibitors. MLL-CXXC / FITC-HOXA9 DNA fluorescence polarization. AID 2662, 2010. actives 0.037% (n = 290,000); active = well fitted inhibition curve with a large enough effect in the polarisation, with a control signal flat, not every such curve was filed as active; inconclusive = small, poorly fitted or top-dose-only effect, or effect the other way, or a change in a side signal; inactive = no such curve, though single readings can be large or run the other way; the % refers to the polarisation; also: potency is read from the fitted curve at half-maximal effect
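Fluorescence polarization: 7 uM MLL-CXXC (stock) preincubated 5 min with compounds, then 50 nM fluorescein-HOX-A9 DNA (stock) added; 30 min ambient. Buffer 50 mM Tris-HCl pH 7.5, 50 mM NaCl, 1 mM DTT, 0.05% BSA.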
GALK inh: qHTS Assay for Inhibitors of Human Galactokinase (GALK). AID 1868, 2009. actives 0.007% (n = 270,000). Potency, µM (series often up to 57.5 µM), without a hit: at the highest dose activity change, negative = inhibition, hits mostly inhibitors. Purified GALK, Kinase-Glo residual ATP luminescence; also: potency is read from the fitted curve at half-maximal effect; % is scaled to controls: 0 for no effect and ±100 for the full control effect
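Kinase-Glo Plus luminescence measured ATP left after a 1 h room-temperature reaction. The reaction used 5 nM GALK, 100 uM galactose and 35 uM ATP at pH 8.0 (20 mM HEPES, 5 mM MgCl2, 60 mM NaCl, 1 mM DTT, 0.01% BSA).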
MBNL1-CUG inh: qHTS Assay for Inhibitors of MBNL1-poly(CUG) RNA binding | Muscleblind-like protein 1 (Homo sapiens), Q9NR56 | TR-FRET MBNL1-His/biotin-(CUG)12 binding, 665/545 ratio | Potency, µM (top dose mostly 57.5 µM), inactives show at the highest dose activity change, negative = inhibition, actives largely listed as inhibitors | actives 0.036% (n = 280,000); active = well fitted inhibition curve with a large enough effect in the signal ratio, with a control signal flat, not every such curve was filed as active; inconclusive = small, poorly fitted or top-dose-only effect, or effect the other way, or a change in a side signal; inactive = no such curve, though single readings can be large or run the other way; the % refers to the signal ratio; also: potency is read from the fitted curve at half-maximal effect; % is scaled to controls: 0 for no effect and ±100 for the full control effect
Target sequence (Q9NR56 whole entry, looked up): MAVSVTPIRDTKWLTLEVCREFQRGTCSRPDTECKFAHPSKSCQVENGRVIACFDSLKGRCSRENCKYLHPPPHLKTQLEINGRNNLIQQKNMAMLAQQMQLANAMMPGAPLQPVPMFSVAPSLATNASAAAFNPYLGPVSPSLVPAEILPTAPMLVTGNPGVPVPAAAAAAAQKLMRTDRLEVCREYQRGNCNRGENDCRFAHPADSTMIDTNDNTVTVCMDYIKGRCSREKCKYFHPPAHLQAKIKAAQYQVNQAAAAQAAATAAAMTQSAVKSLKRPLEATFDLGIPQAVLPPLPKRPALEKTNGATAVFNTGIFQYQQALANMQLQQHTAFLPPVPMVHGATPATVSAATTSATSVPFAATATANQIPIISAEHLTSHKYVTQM
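His-tagged MBNL1 binding to biotinylated (CUG)12 RNA was measured by TR-FRET using terbium anti-His antibody (0.055 ng/ul final) and streptavidin-XL665 (5 nM final). Compounds were titrated 92 nM to 58 uM; 60 min at room temperature.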
TRPV1 ag: HTS Assay for Compounds that Act as Agonists of the Vanilloid Receptor 1; TRPV1-expressing cells, Fluo-8 calcium influx, agonist mode; actives 0.19% (n = 320,000); activation, % at 8.33 µM; in the data active = activation above about 80%; inconclusive = between about 30% and that limit; also: 0% is about no effect
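Fluo-8 calcium influx in TRPV1-expressing cells, kinetic read (ex 480/em 520 nm). Compound added and read 3 min for agonist activity, followed by capsaicin at EC20 final and 2 min further read for enhancement.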
FBPA coupling cs: qHTS Assay for Inhibitors of Fructose-1,6-bisphosphate Aldolase from Giardia Lamblia: Coupling assay counterscreen. AID 2472, 2010. coupling enzyme system counterscreen, AmpLite Red fluorescence. activity change, negative = inhibition, % at 58.2 µM, hits read low. actives 0.67% (n = 290,000); in the data active = activity change below about -30%; also: % is scaled to controls: 0 for no effect and ±100 for the full control effect
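Fluorescence at 525 nm excitation and 598 nm emission measured inhibition of the coupled detection system without aldolase. Compounds (at 57.5 uM final) were preincubated 10 min at room temperature with coupling enzyme reagent before a 20 min substrate/AmpLite Red step.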
The depositor's hits bear a star; ? = inconclusive; · = not tested or not shown; [ ] = another dose, or the depositor's remark. Unless noted, calls follow the shape of the dose curve; as a rule, active = well fitted curve in the direction sought with a large enough effect; inconclusive = small, poorly fitted or top-dose-only effect, or another doubt; inactive = no such curve, though single readings can be large; an effect the other way counts as inactive or inconclusive.

SMILES | KCNH2 3.1 block | S-ASM inh | Integrin act MD | hERG WT inh | A-T KAP1 phos | CXXC DNA block | GALK inh | MBNL1-CUG inh | TRPV1 ag | FBPA coupling cs
CC(=O)N1CCC(C(=O)N2CCN(S(=O)(=O)c3ccc(F)cc3)CC2)CC1 | · | 9% | 23% | 21 | 10% | 10% | 8% | -5% | 3 | ·
COc1ccc(S(=O)(=O)N2CCCC2CNC(=O)C(=O)NCc2ccco2)cc1 (configuration not stated) | -2 | -1% | -13% | -1 | -2% | · | · | · | -5 | ·
COc1cccc(-c2nnc(SCC(=O)Nc3cc(C)on3)n2C)c1 | -6 | 2% | -7% | -14 | · | -2% | 1% | 2% | -4 | 2
O=C(O)c1oc2ccccc2c1-n1cccc1 | -3 | 6% | ? | -1 | -2% | 8% | 0% | ? | -1 | -10
C=CCOc1ccc(/C=C/C(=O)OCC(=O)N2CCN(C(C)=O)CC2)cc1 | 4 | 0% | -20% | 1 | 7% | · | · | · | · | ·
COC(=O)Cn1cc(C#N)c2ccccc21 | -1 | 2% | 4% | 2 | · | 1% | 0% | 6% | 3 | -1
N=C(N)SCc1cn2ccccc2n1 | -3 | 3% | 9% | 0 | 5% | 5% | 2% | -2% | -1 | 1
C=CCNc1nc(-c2sc(NC(C)=O)nc2C)cs1 | 6 | 1% | -35% | 5 | 2% | 4% | -1% | 21% | -2 | -2
COc1ccc(Br)cc1CNC(=O)C1CCCN(S(=O)(=O)N2CC(C)CC(C)C2)C1 (configuration not stated) | -12 | -2% | 22% | 6 | 4% | 2% | -3% | 9% | 2 | 0
CCOc1ccc(NC(=O)CN2CCN(CC(=O)Nc3cc(OC)cc(OC)c3)CC2)cc1 | · | -2% | 0% | -12 | 0% | 8% | 1% | -5% | 5 | 0
COc1ccc(S(=O)(=O)N2CCCCCC2)cc1C(=O)N(C)Cc1ccccc1F | -5 | 0% | 23% | 6 | 1% | · | · | · | 3 | ·
O=C(Nc1nc2ccc([N+](=O)[O-])cc2s1)c1ccc(S(=O)(=O)N2CCCc3ccccc32)cc1 | -7 | 15% | -16% | 14 | 5% | 8% | -2% | 0% | 1 | 2
CC(=O)c1sc(-c2ccccc2)cc1NS(=O)(=O)c1ccc(C)cc1 | -11 | 125%[activator] | -19% | 1 | 10% | 1% | 2% | 88%[activator] | 7 | 12
O=C1NC(=O)/C(=C\c2ccsc2)N1 | -10 | 8% | -9% | -3 | 8% | 3% | 1% | ? | -3 | 0
O=C(Cc1ccccc1)NN1C(=O)C2C3C=CC(C3)C2C1=O (configuration not stated) | -9 | 1% | -3% | -4 | -2% | 0% | 0% | -11% | 0 | 1
Fc1ccc(CSc2nnc(-c3ccco3)o2)cc1 | ? | 4% | 3% | 63 | 3% | -6% | 0% | -9% | ? | -4
CC1CCCC(C)N1C(=O)CSc1nnc(-c2c[nH]c3ccccc23)o1 (configuration not stated) | -2 | -9% | 8% | -11 | -4% | -4% | 3% | -1% | 12 | 1
CN(C)CCCCOc1cccc(Br)c1 | 3 | 7% | -4% | 9 | -1% | ? | 2% | -11% | 2 | -4
CCCn1c(=O)c2ccccc2n2c(SCc3cc(=O)oc4ccc5ccccc5c34)nnc12 | -21 | 20% | -11% | 13 | -7% | -2% | 1% | · | -1 | 1
CN1C[C@@H]2[C@@H]3C(=O)N(C)C(=O)[C@@H]3[C@](C)(C1=O)N2C(=O)c1ccc(C(F)(F)F)cc1 | -1 | 3% | -3% | -8 | · | · | · | · | · | ·

The last 2 entries of the part before open the next one.
SMILES | KCNH2 3.1 block | S-ASM inh | Integrin act MD | hERG WT inh | A-T KAP1 phos | CXXC DNA block | GALK inh | MBNL1-CUG inh | TRPV1 ag | FBPA coupling cs
CCCn1c(=O)c2ccccc2n2c(SCc3cc(=O)oc4ccc5ccccc5c34)nnc12 | -21 | 20% | -11% | 13 | -7% | -2% | 1% | · | -1 | 1
CN1C[C@@H]2[C@@H]3C(=O)N(C)C(=O)[C@@H]3[C@](C)(C1=O)N2C(=O)c1ccc(C(F)(F)F)cc1 | -1 | 3% | -3% | -8 | · | · | · | · | · | ·
CCCCN(C(=O)CC1CCCCC1)c1c(N)n(CC(C)C)c(=O)[nH]c1=O | -13 | -1% | 12% | 3 | -13% | · | · | · | -1 | ·
COc1ccc(CN2c3c(Br)cccc3C(=O)CS2(=O)=O)cc1 | -20 | -5% | -25% | -10 | -1%[11.5 µM] | · | · | · | · | ·
COc1ccccc1OCC(=O)OC/C(O)=C(\C#N)c1nc2ccccc2[nH]1 | -15 | 10% | -64%[inhibitor] | -10 | 6% | 10% | -1% | 31%[activator] | -3 | -24
Cc1ccc2nc(NC(=O)C3CCN(c4ncnc5sc(C)c(C)c45)CC3)sc2c1 | -15 | -4% | 4% | 6 | 1% | -12% | 1% | 1% | 1 | ·
CC(C)NCC(O)COc1c(F)cc(Br)cc1F (configuration not stated) | 4 | 3% | 0% | -1 | · | 18% | 0% | -1% | -1 | 8
Cc1cccc(C2=NN(c3ccccc3)[C@@H](C(=O)N3CCOC3=O)[C@@H]2c2ccc(F)cc2)c1 | -29 | 235%[activator] | 8% | -1 | 24% | · | · | · | · | -1
COc1ccc(S(=O)(=O)N(C)C[C@H]2Oc3c(NC(=O)c4ccncc4)cccc3C(=O)N([C@H](C)CO)C[C@@H]2C)cc1 | -2 | 2% | -6% | -3 | 1% | · | · | · | · | ·
O=C(NCCCn1ccnc1)c1cc(-c2ccc(Cl)cc2)nc2ccccc12 | -82* | -1% | -1% | -79* | -1% | 19% | -1% | 18% | 3 | -1
CCOC(=O)/C(=N/Nc1ccc(OC)cc1)N1CCCc2ccccc21 | -3 | -10% | -23% | -5 | 2% | -4% | 0% | 9% | 29 | -42*
O=C(CCCSc1ccccc1)Nc1ccc(Cl)c(S(=O)(=O)N2CCOCC2)c1 | -23 | -14% | -37% | 1 | 5% | · | · | · | 21 | ·
O=C(CN1CCCCC1)Nc1cccc(Cl)c1Cl | · | 0% | -9% | 27 | 6% | 1% | 2% | -3% | 4 | 6
CCOC(=O)N1CCN(C(=O)c2cccc(S(=O)(=O)Nc3ccccc3Cl)c2)CC1 | -9 | 2% | 8% | 9 | 3% | · | · | · | 1 | ·
O=c1[nH]cnc2sc3c(c12)CN(Cc1ccccc1)CC3 | 11 | 75%[activator] | 2% | 3 | 17% | 4% | · | ? | -1 | 3
CCCCn1c(=O)n(Cc2cccc(F)c2)c(=O)c2c1ncn2Cc1ccco1 | -7 | -7% | -12% | 2 | 1% | 8% | -2% | 4% | ? | 0
O=C(COC(=O)CCSc1ccc(F)cc1)NCc1ccc(F)cc1 | -3 | 6% | 14% | -4 | -12% | · | · | · | · | ·
CC(=O)NC1C(=O)N=C(SCC(=O)NC2CCCCC2)NC1=O (configuration not stated) | -16 | 4% | -34% | -6 | -4% | -7% | -1% | -5% | 1 | -2
Cc1c(C)n(-c2ccccc2)c2ncnc(NCCCN(C)C)c12 | 10 | -3% | -4% | 0 | 23% | ? | -2% | -1% | 0 | 1
Cn1c(=O)c2c(nc(Br)n2Cc2ccccc2Cl)n(C)c1=O | -88* | 0% | -37% | 1 | 3% | -5% | 1% | -9% | -2 | 1

An excerpt from above, reduced to KCNH2 3.1 block and MBNL1-CUG inh.
canonical_smiles,KCNH2 3.1 block,MBNL1-CUG inh
O=C(NCCCn1ccnc1)c1cc(-c2ccc(Cl)cc2)nc2ccccc12,-82*,18%
CCOC(=O)/C(=N/Nc1ccc(OC)cc1)N1CCCc2ccccc21,-3,9%
O=C(CCCSc1ccccc1)Nc1ccc(Cl)c(S(=O)(=O)N2CCOCC2)c1,-23,·

Record cards, from the list above. Order of values: KCNH2 3.1 block, S-ASM inh, Integrin act MD, hERG WT inh, A-T KAP1 phos, CXXC DNA block, GALK inh, MBNL1-CUG inh, TRPV1 ag, FBPA coupling cs
Cc1cccc(C2=NN(c3ccccc3)[C@@H](C(=O)N3CCOC3=O)[C@@H]2c2ccc(F)cc2)c1 in the list: -29, 235%[activator], 8%, -1, 24%, ·, ·, ·, ·, -1
O=C(Nc1nc2ccc([N+](=O)[O-])cc2s1)c1ccc(S(=O)(=O)N2CCCc3ccccc32)cc1 in the list: -7, 15%, -16%, 14, 5%, 8%, -2%, 0%, 1, 2
